Dynein transport: blocks dynein driven cargo transport along microtubules | 3617.4 mouse cells, GR-EGFP nuclear translocation imaging; test concentration mostly 20 µM; stimulated with dexamethasone, 1 µM; active compounds read low | z-score, hits read low | hit rate 0.47% among 220,000;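 active = plate z-score of nuclear minus cytoplasmic receptor signal below a set negative limit, without overly bright fluorescence or cell loss, cut at about -3.5 in these data, passing the limit was not always enough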;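 also: z-score of nuclear minus cytoplasmic ring GR-EGFP intensity difference per well; some compounds called inactive have numbers as strong as hits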
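Buffer or medium: tet-free, stripped-serum medium; reagent: dexamethasone at 1.0 µM final, 30 min; incubation: 48 h induction, 1 h compound, 30 min dex at 37 °C; measured by: formaldehyde fixation, Hoechst nuclear stain, 10x automated fluorescence imaging; read-out: nuclear-to-cytoplasmic GR-EGFP distribution per well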
M1AAP inhibition: malaria alanyl aminopeptidase activity blockers – biochemical, fluorogenic H-Leu-NHMec substrate, 1536-well (AID 1445); recombinant M1AAP, H-Leu-NHMec fluorogenic kinetic assay; higher % means a stronger effect; one-dose inhibition, % at 30 µM; IC50 in µM for titrated hits; hit rate 0.42% among 220,000;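 active = primary inhibition above the hit cutoff, then over 50% inhibition at one or more dose response concentrations, cut at about 23% in these data, passing the limit was not always enough; inconclusive = conflicting primary data, or primary hits not chosen for dose response; inactive = low primary inhibition, or under 50% at every dose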;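 also: plate controls were DMSO full reaction for no effect and no enzyme background for full effect; strong numbers were not always called active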
ER stress rescue: rescue of cells from ER stress-induced death, primary screen, 384-well, CSM14.1, thapsigargin, ATP luminescence (AID 1222) | CSM14.1 thapsigargin-induced death rescue, ATP luminescence; higher % means a stronger effect | cellular ATP content (survival), % at 20 µM, or EC50 in µM where a hit was titrated | 190,000 tested, under 10 active;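 active = EC50 below 50 µM in the dose-response confirmation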;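 also: death triggered by thapsigargin at about 15 µM added after 2 h compound pretreatment; cell ATP read after overnight thapsigargin exposure of roughly 18 to 22 hours; normalized against plate controls of thapsigargin alone and 5% DMSO vehicle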
M17LAP inhibition: P. falciparum M17LAP inhibitors, primary screen, biochemical, fluorogenic H-Leu-NHMec substrate, 1536-well (AID 1619) | one-dose inhibition, % at 30 µM; IC50 in µM for titrated hits | hit rate 0.38% among 220,000 | recombinant M17LAP, H-Leu-NHMec fluorogenic kinetic assay; higher % means a stronger effect;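 active = compound inhibiting the enzyme by more than half at any dose during confirmatory dose-response retesting; inconclusive = strong single-dose inhibitors picked by rank but not retested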;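 also: plate controls were full reaction with DMSO carrier for no effect and no enzyme background for full effect; strong numbers were not always called active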
MT stabilize HCS: stabilizes microtubules in HeLa cells; HeLa tubulin immunostaining HCS, 24 h; share of cells brighter than vehicle mean+2SD; % tubulin-high responders, % at 10 µM; hit rate 0.83% among 200,000; AID 2205;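 active = plate Z-score above 3 for both tubulin-high and condensed-nucleus cell shares, with cell loss under 80%, at 10 µM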;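 also: anti alpha tubulin signal scored within the nucleus-defined area of each cell; some results filed as inactive read as strong as hits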
Yfh1-depleted yeast: enhancers of respiration in Yfh1-depleted yeast, dose response, Friedreich's ataxia, plus single-dose screen (AID 1465). S. cerevisiae Yfh1-off respiration, WST-1 reduction, 72 h; higher fold induction means a stronger effect. hit rate 0.074% among 220,000. one-dose fold induction at 50 µM; EC50 in µM for titrated hits;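 active = fold induction of absorbance versus untreated yeast above a set limit, then at least 30% activation at any dose in follow-up; inconclusive = repeats straddling the limit, or above it without dose testing; inactive = fold induction below the set limit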;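 also: activators that raise dye reduction in frataxin-depleted yeast; strong numbers were not always called active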
Insulin prom up: MIN6 insulin promoter up-regulation. MIN6 insulin promoter-GFP reporter, high-content imaging; active compounds read high. hit rate 0.3% among 190,000. AID 1625. z-score at 5 µM;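 active = z-score above 3 at 5 µM with at least 500 cells counted in the well; inconclusive = wells under 500 cells, flagged as cytotoxic or low count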
Autophagy HCS: modulators of autophagy. MEF GFP-LC3 puncta imaging; test concentration mostly 10 µM. calls only at 10 µM (by protocol). hit rate 0.98% among 190,000;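 active = percentage of spot-positive cells more than 3 SD above its plate mean, without a fluorescence outlier flag or 80% toxicity; inconclusive = no clear call, values can overlap the other calls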;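 also: spot-positive cell cutoff set from DMSO-treated cells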
Lipid droplet: hepatic lipid droplet formation modulation; AML12 mouse hepatocytes, oleate lipid droplets, BODIPY imaging; inhibition, % at 6.5 µM; hit rate 0.4% among 240,000;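 active = lipid droplet intensity inhibited by at least 50%, with more than 500 cells counted; inconclusive = wells with under 300 cells, treated as cytotoxic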
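Material: mouse AML12 hepatocyte cell line, fixed after treatment; Timing: compound with oleate, overnight; Technique: high-content imaging of BODIPY-stained droplets and DAPI nuclei; Probe or stimulus: oleate, 100 µM final; Dosing: compound at 6.5 µM only.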
Dynein transport cytoplasmic EGFP: also measured in Dynein transport; calls as there; z-score; measured here: cytoplasmic GR-EGFP intensity; active compounds read high
Dynein transport nuclear GR-EGFP: also measured in Dynein transport; calls as there; z-score; measured here: nuclear GR-EGFP intensity;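 lower value marks the stronger effect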
Dynein transport cell count: recorded beside Dynein transport, whose call it bears; z-score; measured here: cell count per field
Insulin prom up cell count: also measured in Insulin prom up; calls as there; cell count; measured here: cytotoxicity, nuclei count;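 total cells summed across four imaged fields per well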
Lipid droplet cells 6.5 µM: second read-out of Lipid droplet, no call of its own (marks repeat the call); cell count; measured here: cell count, cytotoxicity flag;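 cells counted across two imaged fields per well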
MT stabilize HCS Hoechst-high %: recorded beside MT stabilize HCS, whose call it bears; % Hoechst-high responders; measured here: nuclear condensation Hoechst responders;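 share of cells brighter than vehicle mean plus two SD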
MT stabilize HCS cytotoxicity %: second read-out of MT stabilize HCS, no call of its own (marks repeat the call); toxicity, %; measured here: cytotoxicity by cell density;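 0% = mean cell density of plate MIN control wells and 100% = no cells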
Autophagy HCS cell loss 18 h: further read-out of Autophagy HCS, marked with its call; toxicity, %; measured here: cell loss, nuclei count;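 cell loss after 18 h compound exposure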
Starred values were filed as active, the others as inactive; i = inactive; ? = inconclusive; / = no result given; + = active, no number.

SMILES	Dynein transport	Dynein transport cytoplasmic EGFP	Dynein transport nuclear GR-EGFP	Dynein transport cell count	M1AAP inhibition	ER stress rescue	M17LAP inhibition	MT stabilize HCS	MT stabilize HCS Hoechst-high %	MT stabilize HCS cytotoxicity %	Yfh1-depleted yeast	Insulin prom up	Insulin prom up cell count	Autophagy HCS	Autophagy HCS cell loss 18 h	Lipid droplet	Lipid droplet cells 6.5 µM
Cc1noc(C)c1S(=O)(=O)N1CCC(C(=O)N2CCN(c3ccc(Cl)cc3)CC2)CC1	0.084	-0.28	0.66	1.1	0%	6.0%	10%	2.3	1.2	5.3	/	-1.3	847	i	0	-3	704
CC1CCN(c2nc(N(C)c3ccccc3)nc(N)c2[N+](=O)[O-])CC1	-0.98	-0.2	-0.49	0.19	0%	/	3%	/	/	/	i	-1.2	1404	/	/	6	786
CCn1nnnc1SCC(=O)N1c2ccccc2Sc2ccccc21	-0.52	-0.23	-0.46	1.5	8%	0.5%	8%	2.2	1.6	5.7	i	/	/	i	24	-25	587
CCOC(=O)N1CCN(c2c(-c3ccccc3)c3cc(Cl)ccc3[nH]c2=O)CC1	-0.71	0.24	0.37	0.19	7%	-0.7%	-7%	2.0	1.1	4.3	/	0.54	1640	i	7	/	/
Nc1nc(Nc2cccc(Cl)c2)nc(NCc2ccco2)c1[N+](=O)[O-]	-0.96	0.29	-0.46	0.51	16%	/	4%	/	/	/	i	-1.4	1237	/	/	0	707
O=C(COC(=O)c1cccs1)NCC1CCCO1 (centres undefined)	0.82	-0.21	0.071	0.53	0%	-0.6%	12%	1.0	1.6	4.9	i	0.89	1224	i	1	/	/
O=C(Cn1c(CO)nc2ccccc21)Nc1ccccc1Cl	0.75	-0.26	0.67	-0.42	12%	-1.5%	2%	5.3	2.5	8.7	i	0.11	1201	i	2	6	712
O=C(CSC(=S)N1CCSCC1)c1ccc(Cl)cc1	0.61	-0.018	-0.00056	0.51	13%	-1.3%	12%	3.3	3.7	9.6	i	0.5	1302	i	7	-15	632
CCOC(=O)Cc1csc(NC(=O)c2ccc(C)o2)n1	0.81	0.053	0.92	0.5	5%	-2.1%	19%	1.4	1.5	3.8	i	-0.13	1524	i	5	-4	695
COc1ccc(NC(=O)c2sc3nc(Cc4ccccc4)cc(C(F)(F)F)c3c2N)cc1OC	1.3	1.8	2.2	0.098	-1%	-2.8%	-4%	i	/	100	i	-0.33	1261	i	8	-2	618
CCN(C(=O)COC(=O)c1ccc(Cl)nc1)C1CCS(=O)(=O)C1 (centres undefined)	0.55	-0.16	0.17	0.75	4%	-0.1%	0%	0.8	1.8	12	i	/	/	i	1	15	708
N#CC(C(=O)OCc1ccccc1)c1nc2ccccc2nc1N1CCOCC1 (centres undefined)	-0.9	-0.3	-0.34	1.4	-5%	0.0%	0%	4.3	4.9	9.7	i	-0.55	883	i	9	/	/
Cc1cc(N2CCN(C)CC2)nc2ccc(NC(=S)NCCN3CCc4ccccc4C3)cc12	1.7	-0.18	0.9	-1.7	7%	-1.6%	3%	2.6	4.7	4.5	i	-4.3	998	+	-5.5*	-5	659
CC(C)(O)C#Cc1ccccc1C(=O)NC(CC(N)=O)C(=O)O (centres undefined)	-0.72	-0.25	-0.11	-0.12	1%	6.9%	4%	1.2	0.4	26	i	0.73	1268	i	3	8	729
Clc1cccc(-c2nnc(SCc3nc4ccccc4[nH]3)n2Cc2ccco2)c1	-1.1	-0.3	-0.21	0.41	1%	16%	9%	5.3	2.6	5.3	i	-1.1	1055	i	-12	/	/
COc1cccc(NC(=O)C2CC(=O)N(C)C(=Nc3cccc(F)c3)S2)c1 (centres undefined)	-0.04	-0.36	-0.32	0.38	1%	1.5%	-7%	4.9	2.9	11	i	-0.25	1341	i	7	/	/
Cn1c(=O)c2c(ncn2CC(=O)OCC(=O)NCc2ccc(Cl)cc2)n(C)c1=O	1.4	-0.15	0.94	-2.3	8%	0.8%	3%	1.4	2.3	6.5	i	-0.17	1083	i	-5	14	543
O=C(Nc1ccccc1O)c1cccc(S(=O)(=O)N2CCOCC2)c1	-0.84	-0.26	-0.62	1	-1%	3.9%	13%	2.1	1.8	6.6	i	-0.62	1507	i	4	-18	608
Cn1cc(SCC(=O)N2CCCc3ccccc32)c2ccccc21	0.37	-0.24	0.38	0.056	3%	-1.9%	9%	2.2	4.4	4.8	i	-0.94	1809	i	-1	-26	647
Cc1nonc1OCCN1CCN(c2ccc([N+](=O)[O-])cc2)CC1	0.3	-0.26	0.039	-0.21	7%	/	1%	/	/	/	i	-0.93	1337	/	/	7	675
Cc1ccccc1NC(=O)N1CCN(S(=O)(=O)c2ccccc2)CC1	-0.86	-0.29	-0.61	0.98	-7%	1.0%	-6%	4.4	2.3	2.5	i	0.44	1495	i	20	-3	762
CN(C)CCC(=O)c1cccc(Br)c1	-3.4	0.085	-1.6	0.56	8%	0.2%	7%	3.6	1.4	6.0	i	0.04	1605	i	5	4	713
CCOC(=O)C1=C(C)NC(C)=C(C(=O)OCC)C1C(=O)OCC(=O)N(CC)C1CCS(=O)(=O)C1 (centres undefined)	0.21	-0.12	0.36	-0.96	1%	-0.7%	1%	1.7	1.8	8.2	i	-0.23	1170	i	-7	8	715
COc1ccc(S(=O)(=O)NN=C2CCCCC2)cc1	-0.23	-0.17	-0.51	-0.79	7%	1.2%	8%	1.3	1.5	9.3	i	2.4	1372	i	3	/	/
COCCN(CCOC)C(=O)CC(=O)N(CCOC)CCOC	-0.3	1	-0.24	0.32	3%	1.5%	19%	2.2	1.8	7.1	i	0.97	902	i	3	7	831
SMILES	Dynein transport	Dynein transport cytoplasmic EGFP	Dynein transport nuclear GR-EGFP	Dynein transport cell count	M1AAP inhibition	ER stress rescue	M17LAP inhibition	MT stabilize HCS	MT stabilize HCS Hoechst-high %	MT stabilize HCS cytotoxicity %	Yfh1-depleted yeast	Insulin prom up	Insulin prom up cell count	Autophagy HCS	Autophagy HCS cell loss 18 h	Lipid droplet	Lipid droplet cells 6.5 µM
O=C(COc1ccccc1)N1CCc2ccccc21	-0.093	-0.31	0.072	0.72	4%	-1.3%	13%	1.8	4.0	5.2	i	-0.59	1491	i	8	-22	612
CCOc1ccccc1NC(=O)/C(C#N)=C/c1c(C)nn(-c2ccccc2)c1Cl	-0.37	-0.3	-0.15	-0.13	4%	-1.3%	-3%	1.4	4.4	7.5	i	-0.16	1389	i	-2	2	653
COc1ccc(N2C(=O)CC(N3CCCCC3)C2=O)cc1 (centres undefined)	-0.84	-0.33	-0.44	0.64	8%	-2.1%	6%	8.7	1.6	11	i	-0.58	1334	i	-7	0	682
CCCc1ccc(/C=C2\C(=O)c3ccccc3C(O)=C2C(=O)OCC)cc1	-3.5*	1.3*	-1.4*	0.077*	8%	-2.6%	-12%	4.9	1.3	6.9	i	0.28	1687	i	10	2	641
CCN(Cc1ccncc1)S(=O)(=O)c1ccc(C(C)=O)cc1	0.33	0.019	1.1	-0.91	11%	1.3%	-14%	2.3	1.4	6.4	i	?	/	i	7	/	/
COc1cc(-c2nnc(COc3ccc(Cl)cc3C)o2)cc(OC)c1OC	-0.75	0.29	-0.11	-0.033	6%	0.5%	6%	1.4	1.4	8.1	?	-1	899	i	-7	12	734
Cc1cc(C)c[n+](-c2nc3ccccc3nc2[N-]S(=O)(=O)c2cccs2)c1	1.1	-0.24	0.27	-0.2	8%	-0.7%	15%	4.2	2.8	5.9	i	-0.18	1376	i	-11	4	653
CCc1nc(SCc2ccc([N+](=O)[O-])cc2)n[nH]1	0.37	-0.34	-0.063	0.16	14%	-1.7%	16%	2.0	3.2	9.4	i	1.1	1201	i	4	3	768
CCCOC(=O)Nc1cc(OC)c(Cl)cc1OC	-0.31	-0.24	-0.085	0.025	3%	0.4%	-5%	3.3	3.4	7.0	/	-0.44	1242	i	4	-1	788
CC1(C(=O)O)CCC(C(=O)Nc2ccccc2)C1(C)C (centres undefined)	-0.064	-0.29	-0.014	-0.11	1%	-3.1%	2%	2.3	1.7	2.7	i	0.76	1737	i	-5	9	629
CCCc1cc(=O)[nH]c(SCCCCN2C(=O)c3ccccc3C2=O)n1	0.67	-0.29	-0.27	-1.2	-1%	-0.4%	-1%	3.9	3.6	4.9	i	1.4	1423	i	-1	4	677
O=C(Nc1ccc(OC(F)F)c(Cl)c1)C(c1ccccc1)c1ccccc1	-0.022	-0.21	0.077	0.94	-4%	-2.7%	5%	2.4	2.1	1.2	i	-0.08	1460	i	20	-34	544
O=C(COC(=O)CCC(=O)c1ccc(Cl)cc1)NCC1CCCO1 (centres undefined)	0.018	-0.21	-0.2	0.14	14%	1.0%	3%	1.2	1.5	5.7	i	-0.18	1383	i	3	/	/
COc1ccc(C(=O)COC(=O)CN2C(=O)NC(C)(C)C2=O)cc1OC	-0.44	-0.22	-0.11	0.45	2%	1.9%	25%	1.9	1.4	9.3	i	0.36	1411	i	43	/	/
CCCCOc1ccc(C(=O)O)cc1	-0.82	-0.11	-0.34	1.2	9%	0.3%	23%	1.2	1.4	5.8	i	0.54	1235	i	-16	3	818

Bioassay records (PubChem)
